Screening data from PubChem BioAssay.
NR2E3 ag-1: agonists of human NR2E3 nuclear receptor | Q9Y5X4 | CHO-S Gal4-NCOR/VP16-NR2E3 two-hybrid, luciferase | inhibition of corepressor binding, % at 3.98 µM | 0.35% of 360,000 active | AID 602229;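 active means inhibition above the mean of all tested compounds plus 3 SD, cut at about 70% in these data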;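 further: 0% = DMSO with NR2E3 transfected cells and 100% = cells lacking NR2E3 construct; higher means lower luciferase signal from less NR2E3 corepressor binding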
Target sequence (Q9Y5X4 whole entry, looked up, the tested form may be a part): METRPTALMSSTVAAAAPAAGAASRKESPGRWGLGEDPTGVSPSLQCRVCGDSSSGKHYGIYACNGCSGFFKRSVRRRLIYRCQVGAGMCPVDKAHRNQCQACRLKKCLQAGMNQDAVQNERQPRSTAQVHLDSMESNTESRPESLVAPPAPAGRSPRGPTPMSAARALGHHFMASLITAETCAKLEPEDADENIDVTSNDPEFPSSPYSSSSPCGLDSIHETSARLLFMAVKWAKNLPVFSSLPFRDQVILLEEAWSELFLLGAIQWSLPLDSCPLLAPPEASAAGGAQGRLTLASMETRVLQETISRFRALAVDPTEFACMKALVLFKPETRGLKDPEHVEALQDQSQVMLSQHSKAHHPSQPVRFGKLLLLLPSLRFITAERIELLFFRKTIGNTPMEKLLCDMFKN
KKLEB tox: CF airway cell cytotoxicity counter-screen | KKLEB CF airway cells viability, ATPlite luminescence, overnight; stronger effect = lower value; cells stimulated with P. aeruginosa culture filtrate | activity change (cytotoxicity), % at 5 µM | 0.36% of 360,000 active;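 active means corrected activity change at or below -50% at 5 µM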
TRAIL sens C8: caspase-8 TRAIL sensitization; 1% of 360,000 active; inhibition (viability loss, TRAIL sensitization), % at 10 µM; AID 624354; NB7+C8 cells + TRAIL, ATPlite viability luminescence;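 active means compounds causing at least 50% loss of cell viability in the single-dose screen, relative to plate controls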
hiPSC survival: increases survival of single human iPS cells. hiPSC single-cell survival, ATPlite luminescence; 100% = ROCK inhibitor wells, 0% = DMSO. survival enhancement, % at 20 µM. 0.044% of 360,000 active. AID 602274; in the data active means survival enhancement above about 18%;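 further: cells exposed to compounds for 16 hours before the ATP read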
Peg3 prom inh: reduces Peg3 promoter-driven luciferase expression in HeLa; HeLa PEG-Prom luciferase reporter, luminescence, overnight; inhibition, % at 20 µM; 1.7% of 360,000 active; AID 588405;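 active means inhibition of at least 50% at 20 µM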
NR2E3 ag-2: activates human photoreceptor nuclear receptor NR2E3; inhibition of corepressor binding, % at 4.78 µM; GST-NR2E3/biotin-RetCOR TR-FRET, 1536-well; 0.12% of 320,000 active; Q9Y5X4; AID 2300;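 active means percent inhibition above the cutoff of mean plus 3 SD of all tested compounds, set per screening campaign, cut at about 20% in these data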;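 further: 0% = DMSO wells and 100% = biotin wells as full block of FRET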
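System: GST-tagged NR2E3 plus biotinylated RetCOR corepressor; Amount: 1.35 nM GST-tagged NR2E3 final; Dosing: single nominal compound dose of 4.8 µM; Schedule: 5 h incubation at 4 °C; Technique: TR-FRET with europium anti-GST and streptavidin-D2, 340 nm excitation; Controls: biotin wells as high control, 0.6% DMSO wells as low control.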
EBV LMP1 NFkB: inhibitors of Epstein-Barr LMP1-induced NF-kappaB reporter; AID 504558; 0.69% of 350,000 active; inhibition, % at 12.5 µM; LMP1-induced NF-kappaB luciferase reporter cells, luminescence; in the data active means inhibition above about 41%;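 further: 0% = neutral control wells and 100% = reference inhibitor control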
CF NFkB inh: cystic fibrosis NF-kB activation inhibition. KKLEB NF-kB-GFP reporter, PAF-induced, GFP fluorescence overnight. inhibition, % at 5 µM. 0.86% of 360,000 active. AID 588850;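 active means at least 50% inhibition at 5 µM, scaled per plate between neutral and stimulator controls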;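 further: PAF is a Pseudomonas aeruginosa culture filtrate used as stimulus; plate controls were PAF-stimulated DMSO wells for no effect and unstimulated DMSO wells for full effect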
HIF-2a block: inhibitors of HIF-2a; inhibition, % at 18.8 µM; AID 624352; 786-0 RCC cells HIF-2a reporter, luciferase luminescence, overnight; 0.72% of 360,000 active;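 active means inhibition of the luminescence signal of 40% or more relative to plate controls, in a single-dose primary screen at 18.75 µM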
Shn3 inh set2: reduces Shn3 3'UTR luciferase signal in osteoblasts | Clone20 osteoblast Shn3 3'UTR firefly luciferase, 24 h | inhibition, % at 12.5 µM | 0.52% of 360,000 active;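 active means mean inhibition of at least 75% with every replicate also reaching 75%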;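 further: 0% = median of neutral control wells and 100% = pilot-screen positive control compound; some compounds past the cut are filed as inactive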
MITF TRPM1 inh: reduces MITF-dependent TRPM1 promoter luciferase signal | SK-MEL-5 TRPM1 promoter luciferase, 24 h | inhibition, % at 12.5 µM | 0.83% of 330,000 active;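 active means mean inhibition across replicates of 60% or more, whatever share of single replicates reaches that level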; further: values of inactives mirror those of a sister screen read the other way
* hit, by the source's call; nt = no result given.

Structure | Peg3 prom inh | MITF TRPM1 inh | CF NFkB inh | HIF-2a block | KKLEB tox | NR2E3 ag-1 | hiPSC survival | Shn3 inh set2 | TRAIL sens C8 | NR2E3 ag-2 | EBV LMP1 NFkB
CNc1ccc(Cl)nn1 | -4 | 3 | 3 | 9 | 2 | -6 | -0.4 | 0 | -20 | 2 | -11
Cc1nn(CC(=O)NCc2ccc(OC(C)C)cc2)c(=O)c2cc(-c3ccccc3)nn12 | 51* | 5 | 8 | 10 | -3 | -10 | 0.0 | -16 | -1 | -1 | 3
CN1CCN(CC(=O)Nc2cc(N(C)C)nc3ccccc23)CC1 | -10 | 6 | -6 | 15 | -2 | -18 | -0.5 | -9 | 0 | 2 | -13
O=C(Nc1ccc(CSc2ccccc2)cc1)c1ccco1 | -239 | -61 | 10 | -270 | -2 | -120 | -0.4 | -45 | 11 | 0 | -29
O=C(O)c1cccnc1SCc1cccc(Br)c1 | -17 | nt | 3 | -17 | 13 | -31 | -0.3 | -23 | -12 | 4 | -5
Cc1cc2c(cc1S(=O)(=O)CCC(=O)N(C)C1CCCCC1)OCC(=O)N2 | 11 | nt | -6 | -1 | 12 | -5 | -0.5 | -28 | -4 | 2 | 0
CCn1c(O)c(N=NC(=O)c2ccc(CSc3nncn3C)cc2)c2ccccc21 | 23 | -7 | -1 | 8 | 7 | -6 | 5.3 | 19 | -5 | -1 | -54
O=C(CN1CCN(S(=O)(=O)c2ccc3ccccc3c2)CC1)N1CCc2ccccc2C1 | 23 | 17 | 5 | -3 | 5 | 27 | -0.1 | 11 | -16 | 2 | -3
CCOc1nc(CC)nc(NC(=O)NS(=O)(=O)c2ccccc2Cl)n1 | 18 | 10 | 3 | 8 | 14 | 2 | 5.4 | 8 | 4 | -1 | 3
O=C(CC(c1ccccc1)C1CCCCC1=O)c1ccccc1 (stereo not given) | 0 | -4 | -3 | -12 | 13 | 5 | 0.5 | 13 | 2 | nt | 22
O=C(Nc1ccc(-c2nc3cccnc3s2)cc1)c1ccc(Br)o1 | -222 | nt | 26 | -231 | -11 | -63 | -0.7 | -47 | 30 | nt | -33
Cc1noc(C)c1COC(=O)CCCOc1ccc(Cl)cc1Cl | 8 | 0 | -4 | 8 | 10 | -11 | -1.5 | nt | -7 | 9 | -3
OCC1(CO)COC(CCc2ccccc2)=N1 | -3 | 5 | 6 | 24 | -2 | 2 | 0.1 | -5 | -9 | 2 | -1
O=C(/C(=C/O)N=Nc1ccccc1)c1ccco1 | 4 | 13 | 26 | 6 | -8 | -42 | 1.4 | 13 | -8 | -2 | 2
O=C(Cc1ccc(F)cc1)NC(Cc1c[nH]c2ccccc12)C(=O)O (stereo not given) | -5 | 1 | -2 | 14 | 15 | 8 | -0.5 | -7 | -2 | 2 | 4
O=C(NCCN1CCOCC1)/C(=C/c1ccc(F)cc1)NC(=O)c1ccccc1 | -18 | nt | 7 | 7 | -4 | 7 | -0.3 | -5 | 15 | 3 | -7
O=C(NC(=S)Nc1ncccn1)c1ccc(F)cc1 | -360 | -95 | 7 | -221 | 5 | -45 | -0.4 | -82 | 12 | 0 | -7
COc1cccc(-n2ccnc2SCC(=O)Nc2cc(OC)ccc2OC)c1 | 19 | 11 | 14 | 32 | -4 | -19 | 2.7 | 5 | -14 | 4 | -6
Cc1ccc(S(=O)(=O)NCC(=O)OC(C)C(=O)NCc2ccc3c(c2)OCO3)cc1 (stereo not given) | -1 | 6 | -21 | -5 | 14 | 16 | 0.1 | -1 | -13 | nt | -3
O=C(Nc1cccc(C(F)(F)F)c1)c1ccc(Cn2cc(Br)cn2)o1 | 7 | 13 | -20 | 10 | 0 | 12 | 2.0 | 23 | 22 | 2 | 10
Cc1ccc2cc(CCNC(=O)c3ccc(Br)o3)c(=O)[nH]c2c1 | 8 | 2 | -9 | 9 | 3 | -17 | -0.8 | 7 | 5 | 3 | -3
CCOCCn1c(CN2CCc3ccccc3C2)nc2c1c(=O)n(C)c(=O)n2C | 9 | 3 | 15 | 16 | -20 | -11 | -0.1 | 26 | -5 | 0 | 12
CCN1CCN(C(=O)c2cc(COc3ccc4ncccc4c3)on2)CC1 | 39 | 7 | 5 | -3 | -2 | 36 | 0.6 | 54 | -1 | 1 | 19
CCCn1cnnc1CNC(=O)[C@H]1O[C@@H](n2ccc(=O)[nH]c2=O)[C@H](O)[C@@H]1O | 14 | nt | -3 | 8 | -22 | 9 | 2.4 | -14 | 17 | nt | nt
COc1ccc(-c2csc(N3C(=O)C4C5c6ccccc6C(c6ccccc65)[C@@H]4C3=O)n2)cc1 (stereo not given in full) | 14 | -5 | 17 | 12 | 2 | -12 | 0.8 | 12 | -6 | 0 | 0
c1ccc(-c2nc(-c3nccc4ccccc34)oc2-c2ccccc2)cc1 | -198 | -115 | -7 | -232 | -6 | -40 | 1.5 | -39 | 22 | 2 | 1
Cc1cc(C)n(CC(=O)NNC(=O)CCCOc2ccc(Cl)cc2C)n1 | 10 | -3 | -40 | 6 | 10 | -48 | 2.4 | 7 | -4 | -1 | 7
CCn1ccnc1CN(C)Cc1c(C(=O)N2C[C@@H](C)O[C@@H](C)C2)nc2ccc(Cl)cn12 | 2 | 2 | -5 | 12 | 4 | -7 | -0.6 | 1 | -17 | nt | -1
COc1ccccc1NC(=S)c1ccccc1 | -12 | 9 | 6 | -24 | -1 | -28 | -1.2 | -29 | -11 | -1 | -20
O=C(NC1CCCC1)C1CCN(C(=O)NCc2ccccc2)CC1 | 12 | -3 | 5 | 16 | -8 | -5 | 0.2 | 6 | -7 | 1 | 0
Cc1occc1C(=O)O/N=C(\N)c1ccccc1 | -121 | nt | -14 | -133 | 1 | -19 | -0.6 | -89 | 70* | 1 | nt
O=C(CN1CCN(S(=O)(=O)c2ccccc2)CC1)Nc1ccc(N2CCOCC2)cc1 | 10 | -5 | -4 | 15 | 5 | -28 | -0.9 | -1 | -4 | 2 | -8
O=C(c1cc2ccccc2o1)n1nnc2ccccc21 | 10 | 5 | -3 | 2 | 5 | -15 | -0.3 | 0 | -7 | -5 | -8
Cc1cc2oc(=O)cc(Cn3ccnc3)c2cc1Cl | 14 | -22 | -13 | 13 | -8 | -9 | -0.6 | -14 | 0 | -1 | -3
CC(C)C[C@]1(c2ccccc2)ON(c2ccccc2C(F)(F)F)C1=O | 33 | 1 | -8 | 25 | 5 | 19 | 4.1 | -2 | 1 | 1 | -1
COCCNCc1ccc(Cl)cc1Cl | 11 | -16 | -5 | 20 | 4 | -20 | -0.4 | -5 | -2 | 2 | -3
CN(C(=O)c1cc(Cl)c2c(c1)OCCO2)c1c(N)n(Cc2ccccc2)c(=O)[nH]c1=O | -2 | -1 | 26 | 8 | -16 | -23 | -0.5 | 0 | -15 | nt | -5
OCCNCCSc1nc(C2CCCCC2)n(-c2ccccc2Cl)n1 | 2 | 1 | 19 | 12 | -4 | -42 | 1.8 | -12 | 7 | 3 | -7
Cc1ccccc1-c1nc(CS(=O)(=O)CC(=O)NCCN2CCOCC2)c(C)o1 | 6 | nt | -4 | 6 | 10 | -35 | -0.7 | -7 | 6 | 3 | 2
Cc1ccc(C(=O)OCC(=O)Nc2ccc(Cl)cn2)cc1S(=O)(=O)N1CCOCC1 | 11 | -5 | -17 | 0 | 6 | -9 | -0.6 | 0 | -18 | nt | -4

Pulled by structure from the entries so far:
Structure | Peg3 prom inh | MITF TRPM1 inh | CF NFkB inh | HIF-2a block | KKLEB tox | NR2E3 ag-1 | hiPSC survival | Shn3 inh set2 | TRAIL sens C8 | NR2E3 ag-2 | EBV LMP1 NFkB
CCN1CCN(C(=O)c2cc(COc3ccc4ncccc4c3)on2)CC1 | 39 | 7 | 5 | -3 | -2 | 36 | 0.6 | 54 | -1 | 1 | 19
CN(C(=O)c1cc(Cl)c2c(c1)OCCO2)c1c(N)n(Cc2ccccc2)c(=O)[nH]c1=O | -2 | -1 | 26 | 8 | -16 | -23 | -0.5 | 0 | -15 | nt | -5
COc1ccc(-c2csc(N3C(=O)C4C5c6ccccc6C(c6ccccc65)[C@@H]4C3=O)n2)cc1 (stereo not given in full) | 14 | -5 | 17 | 12 | 2 | -12 | 0.8 | 12 | -6 | 0 | 0

Carrying on.
Structure | Peg3 prom inh | MITF TRPM1 inh | CF NFkB inh | HIF-2a block | KKLEB tox | NR2E3 ag-1 | hiPSC survival | Shn3 inh set2 | TRAIL sens C8 | NR2E3 ag-2 | EBV LMP1 NFkB
CSCC[C@H](NC(=O)[C@@H]1CSC2c3ccccc3C(=O)N21)C(=O)NC1CCCC1 (stereo not given in full) | -5 | 0 | -14 | 10 | 1 | -25 | -0.3 | 4 | 4 | 0 | -4
COC(=O)c1cccc(NC(=O)c2ccc3c(c2)C(=O)N(C(C)(C)C)C3=O)c1 | -5 | -8 | -10 | -97 | 2 | 9 | -0.3 | -19 | -3 | 3 | -1
CNC(=O)Nc1cccc(-c2cc(-c3c(Cl)cccc3Cl)no2)c1 | 3 | 5 | 6 | -28 | -3 | -11 | -0.7 | 9 | 11 | 2 | 3
CC(C)OC(=O)CC1C(=O)NCCN1C(=S)NC(=O)c1ccc(F)cc1 (stereo not given) | 4 | 4 | -2 | 15 | 7 | -2 | 1.9 | -4 | 0 | 4 | -7
Cc1cc2c(c(=O)o1)C1(C(=O)N(C)c3ccccc31)C(C#N)=C(N)O2 (stereo not given) | 11 | 1 | 1 | 25 | 1 | -25 | -1.5 | -14 | -3 | 1 | 9
COCCNC(=O)CSc1nnc(-c2ccc(C)cc2)c(-c2ccc(C)cc2)n1 | 26 | 11 | 4 | 17 | 3 | -19 | -0.1 | 5 | -3 | 7 | -4
O=c1nc(-c2ccccc2)n(-c2ccccc2)[nH]1 | 19 | -4 | -4 | -2 | 6 | -3 | 1.1 | -19 | -7 | 1 | 2
COc1ccccc1/C=C/C(=O)NC(=S)N1CCOCC1 | -53 | -30 | 11 | -81 | 17 | -4 | 0.0 | -54 | 0 | 4 | -8
CCN(CC(=O)Nc1ccc(NC(C)=O)cc1)C(=O)C1COc2ccccc2O1 (stereo not given) | -7 | -6 | -11 | 13 | 8 | 16 | 1.4 | 8 | 15 | 1 | 1
CSc1cccc(NC(=S)N(CCN(C)C)C(C)c2ccccn2)c1 (stereo not given) | 19 | 5 | 29 | 11 | 4 | -5 | 1.0 | 6 | 5 | -2 | 5
CCn1c(C)cc(C)c(C#N)c1=O | -2 | -6 | 7 | 17 | 0 | 20 | -0.3 | 0 | -16 | 0 | -1
Cc1ccc(SCc2[nH]nc3c2C(c2cccnc2)C(C#N)=C(N)O3)cc1 (stereo not given) | 7 | -1 | -3 | 5 | 4 | -17 | 4.4 | -11 | 0 | 0 | -4
O=C(NN1C(=O)C2C3C=CC(C3)C2C1=O)c1ccccc1 (stereo not given) | -4 | 4 | -4 | 13 | 10 | -11 | -1.5 | 10 | 5 | 0 | -19
CCN1C(=O)[C@H]2[C@@H](c3ccc(OC)cc3)N3C(=O)CN(CCOC)C(=O)[C@@]3(Cc3ccccc3)[C@H]2C1=O | -15 | 9 | -5 | -7 | 9 | 5 | 0.8 | -28 | -8 | 1 | -5

These rows are one share of the data; count on the stated rates, not on these rows.
